AID2073 – disruptors of CaV2.2 binding to Mint1 – biochemical, HTRF (AID 2073) | HTRF protein-protein interaction, Mint1-CaV2.2; higher % means a stronger effect | inhibition, % at 20 µM, or IC50 in µM where a hit was titrated | actives 0.19% (n = 290,000); in the data active = inhibition mostly above about 51%, no sharp cut-off; also: some results filed as inactive read as strong as hits
HIV peptide binding – inhibitors of HIV fusion peptide binding, primary screen, biochemical, uHTS, fluorescence dequenching (AID 1986); cell-free peptide binding, fluorescence dequenching, 30 min; higher % means a stronger effect; inhibition, % at 20 µM, or IC50 in µM where a hit was titrated; actives 0.3% (n = 290,000); in the data active = inhibition mostly above about 52%, no sharp cut-off; inactive = mostly below about 76%; also: some results filed as inactive read as strong as hits
SIAH1 antagonists – blockers of Siah-1 interaction with plectin peptide – biochemical, fluorescence polarization, rhodamine-plectin, uHTS, primary screen (AID 1817). Siah-1 / rhodamine-plectin peptide fluorescence polarization; higher % means a stronger effect. displacement, % at 20 µM, or IC50 in µM where a hit was titrated. actives 0.02% (n = 290,000);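 active = displacement of at least 50% at 20 µM, with a fluorescence ratio check between 0.3 and a set limit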;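 also: plate controls were Siah plus tracer with DMSO for no effect and tracer alone without Siah for full effect; strong numbers were not always called active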
GPR55 beta-arrestin – GPR55 agonists via beta-arrestin recruitment, primary screen, imaging, U2OS cells, beta-arrestin-GFP redistribution (AID 1961) | U2OS GPR55 beta-arrestin-GFP redistribution imaging; higher % means a stronger effect | actives 0.048% (n = 290,000) | activation, % at 10 µM; hits with a dose series show EC50 in µM;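 active = activation above 40% with more than 50 cells counted in the well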;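 also: U2OS osteosarcoma cells stably expressing GPR55 and beta-arrestin-GFP; plate controls were DMSO negative control for no effect and LPI positive control for full effect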
Dengue-2 NS5 capping – flavivirus cap methylation enzyme inhibition – biochemical, confirmation dose response, primary screen (AID 588689). Dengue-2 NS5 methyltransferase capping enzyme assay, biochemical; higher % means a stronger effect. inhibition, % at 25 µM; hits with a dose series show IC50 in µM. actives 0.3% (n = 340,000); in the data active = a potency from the dose series
GPR35 antagonists – GPR35 antagonists blocking zaprinast-driven arrestin recruitment, primary screen, imaging, U2OS, beta-arrestin-GFP, zaprinast agonist (AID 2058). actives 0.052% (n = 290,000). U2OS GPR35 beta-arrestin-GFP translocation imaging, zaprinast antagonism; higher % means a stronger effect. one-dose inhibition, % at 10 µM; IC50 in µM for titrated hits;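 active = inhibition of at least 50% with at least 30 cells and total cytoplasm GFP at most 10,000,000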
NTR1 ag – NTR1-driven beta-arrestin-GFP spot formation – imaging, U2OS cells, high content, primary screen (AID 493036); P30989; agonist mode; activation, % at 20 µM; actives 0.17% (n = 330,000);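 active = activation at or above 40% of the spot to cytoplasm intensity ratio, with at least 20 cells analyzed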;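 also: 0% = DMSO without peptide and 100% = 100 nM NTR1 peptide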
Target sequence (P30989 whole entry, looked up): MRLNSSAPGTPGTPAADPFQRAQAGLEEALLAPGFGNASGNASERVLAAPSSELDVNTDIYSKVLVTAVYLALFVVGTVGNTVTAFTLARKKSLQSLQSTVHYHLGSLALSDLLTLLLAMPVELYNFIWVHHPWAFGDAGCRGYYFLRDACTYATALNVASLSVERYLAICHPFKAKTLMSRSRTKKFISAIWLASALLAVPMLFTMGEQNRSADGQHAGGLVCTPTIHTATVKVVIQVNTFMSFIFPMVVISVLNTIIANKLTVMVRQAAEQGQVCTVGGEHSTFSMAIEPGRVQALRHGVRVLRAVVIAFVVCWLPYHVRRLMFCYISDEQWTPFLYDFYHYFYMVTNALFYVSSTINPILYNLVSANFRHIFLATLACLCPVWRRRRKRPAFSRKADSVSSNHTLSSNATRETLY
GPR55 LPI antagonism – GPR55 antagonists blocking LPI-driven arrestin recruitment, primary screen, imaging, U2OS, beta-arrestin-GFP, LPI agonist (AID 2013); U2OS GPR55 beta-arrestin-GFP translocation imaging, LPI antagonism; higher % means a stronger effect; one-dose inhibition, % at 10 µM; IC50 in µM for titrated hits; actives 0.13% (n = 290,000);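 active = spots per cell inhibited over 60%, with over 100 cells counted and total cytoplasm intensity under 500,000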;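 also: U2OS cells stably carrying GPR55 and arrestin-GFP stimulated by 5 µM LPI near EC80; imaged beta-arrestin-GFP aggregate spots per cell after agonist stimulation; plate controls were LPI-stimulated DMSO wells for no effect and DMSO wells without LPI for full effect; some results filed as inactive read as strong as hits; confirmed hits need IC50 under 10 µM and bright autofluorescent wells are also inconclusive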
K1F lysis inhibition – protection from phage-mediated lysis, alamar blue read-out – E. coli UTI89, K1F phage, bacterial capsule biogenesis inhibitors (AID 488966); inhibition, % at 100 µM, or IC50 in µM where a hit was titrated; E. coli UTI89 K1F phage lysis, alamar blue, 2 h; higher % means a stronger effect; actives 0.02% (n = 340,000);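 active = phage lysis inhibition, versus mean bacterial control, above a set limit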;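 also: capsule biogenesis inhibitors block K1F phage lysis so surviving cells raise fluorescence; higher fluorescence means more inhibition of phage lysis; actives were called in the ten point dose series up to 300 µM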
NTR1 ag cell count 20 µM – second read-out of NTR1 ag, no call of its own (marks repeat the call); cell count; measured here: cell count, cytotoxicity flag
Dengue-2 NS5 capping pilot replicate – further read-out of Dengue-2 NS5 capping, marked with its call; inhibition, %; measured here: pilot screen replicate inhibition
* = called active by the depositor; i = inactive; / = no result given; [ ] = remark or other dose.

SMILES	AID2073	HIV peptide binding	SIAH1 antagonists	GPR55 beta-arrestin	Dengue-2 NS5 capping	GPR35 antagonists	NTR1 ag	NTR1 ag cell count 20 µM	GPR55 LPI antagonism	K1F lysis inhibition	others
COc1ccc(-c2cc3c(=O)n(CC(=O)NCCCc4ccccc4)ncn3n2)cc1	33.9%	0.4%	-5.7%	0.6%	2.1%	2.9%	0.9	68	4.7%	0.9%
Cc1[nH]n(-c2ccc([N+](=O)[O-])cc2)c(=O)c1C=NCCc1c[nH]c2ccccc12	4.0%	1.6%	-8.0%	-0.3%	0.0%	-0.6%	3.2	25	-0.6%	1.8%[50 µM]
CCCC/C(O)=C1\C(=O)CC(C)(C)CC1=Nc1ccccc1OC	1.9%	0.6%	-1.7%	-0.1%	-1.6%	-12.4%	-0.1	67	-0.4%	2.4%
COCCNc1cc(C)nc2c(-c3ccccc3OC)c(C)nn12	-1.3%	-0.4%	-3.4%	-0.1%	-1.4%	-11.4%	2.8	31	-4.2%	0.4%
CC(C)(C)c1nc2c(C#N)c(-c3ccc(Cl)cc3)ccn2n1	3.0%	-1.3%	-1.2%	-0.2%	-4.8%	7.1%	0.9	56	8.2%	3.7%
Cc1c(C(=O)N2CCc3ccccc32)oc2c1C(=O)CC(C)(C)C2	-7.1%	5.9%	1.5%	-0.1%	-4.0%	-2.7%	/	/	0.8%	i
CCOc1ccc(NC(=O)C(=O)NCCN2CCN(S(=O)(=O)c3ccc(C)cc3)CC2)cc1	6.4%	-0.2%	-0.8%	0.2%	-3.3%	9.1%	0.0	47	-8.8%	1.1%
COc1ccc(C(=O)NC2CCCc3ccccc32)c(OC)c1OC (configuration not stated)	6.1%	2.9%	12.9%	-0.2%	-4.2%	13.2%	1.0	57	-3.1%	0.1%
O=C1NCCCCC1NS(=O)(=O)c1cccc2ccccc12 (configuration not stated)	-5.5%	-0.2%	3.9%	0.4%	-3.9%	-3.3%	2.4	81	8.8%	-0.1%
O=C(COC(=O)c1cn(-c2ccccc2)nc1-c1ccccc1)c1cccc([N+](=O)[O-])c1	5.3%	-1.7%	-1.9%	-0.3%	-3.4%	-15.9%	3.0	86	5.7%	0.4%	Dengue-2 NS5 capping pilot replicate=-1.7
COc1ccc(N=C(C)C2=C(O)COC2=O)cc1	0.3%	-0.5%	-2.8%	0.2%	/	14.1%	-1.7	54	6.0%	0.2%
Cc1c(NC(=O)/C=C/c2cccs2)c(=O)n(-c2ccccc2)n1C	1.2%	0.4%	2.6%	-0.1%	-6.9%	9.3%	-0.1	64	19.6%	0.4%	Dengue-2 NS5 capping pilot replicate=2.4
CC1CCCC2(C1)NC(=S)N(c1ccccc1)N2 (configuration not stated)	-40.2%	-2.2%	0.1%	-0.1%	-5.5%	-8.9%	-0.8	67	-2.5%	0.0%
CC(C)(C)c1ccc(O)c(N=Cc2cc(Br)ccc2O)c1	14.9%	15.4%	0.5%	-0.1%	15.5%	16.1%	4.3	39	5.0%	0.6%
COc1ccc(Nc2cc(C)nc3ccc(OC)cc23)cc1	6.9%	-1.8%	-1.6%	-0.3%	-2.9%	-2.8%	4.0	61	15.2%	0.2%
OC1(c2ccc(Cl)cc2)CCN(Cc2cn[nH]c2-c2ccc(F)cc2)CC1	1.9%	0.2%	3.4%	0.0%	3.1%	1.8%	-0.1	44	-19.0%	2.1%
Cc1ccc2c(c1)NC(=O)C(CC(=O)NCCCN1CCCCC1C)O2 (configuration not stated)	-7.4%	1.8%	1.1%	-0.1%	2.2%	-11.5%	-1.4	79	-7.9%	3.6%
COC(=O)c1ccc(C(=O)OC)c(NC(=O)COC(=O)C23CC4CC(CC(O)(C4)C2)C3)c1	9.3%	-0.4%	2.2%	0.0%	-5.6%	-13.0%	2.7	57	-0.1%	1.0%
O=C(NNc1ncnc2sccc12)c1ccc(Cl)cc1	8.0%	1.1%	3.1%	-0.1%	/	9.5%	-0.7	44	0.7%	/
S=C(Nc1ccc(Cl)c(Cl)c1)N1CCOCC1	-36.2%	-2.4%	1.0%	-0.4%	-0.4%	-7.6%	-1.2	47	1.3%	2.3%
CCOc1ccccc1N=CC1=C(O)CC(c2ccccc2)CC1=O (configuration not stated)	9.6%	5.6%	7.5%	-0.1%	-1.5%	-5.1%	2.9	51	11.8%	0.0%
O=S(=O)(Cc1ccccc1)/C1=C(\N2CCOCC2)CCCCCC1	14.4%	0.5%	-1.1%	-0.4%	-3.2%	16.4%	0.5	81	6.1%	-2.6%
COc1ccc(S(=O)(=O)NCC2CCC(C(=O)N3CCC4(CC3)OCCO4)CC2)cc1 (configuration not stated)	-6.2%	1.8%	11.7%	1.2%	2.0%	-4.9%	/	/	9.0%	0.3%
COc1ccc(-c2n[nH]c(C(F)(F)F)c2-c2cc3ccccc3o2)c(O)c1	11.7%	5.8%	-2.4%	-0.2%	-1.4%	-7.1%	31.5	46	8.5%	-0.2%
O=C(c1nc2ccccn2c1CN1CCC(Cc2ccccc2)CC1)N1CCCC1	-9.6%	-0.3%	-4.7%	0.6%	-6.6%	-8.9%	1.2	66	-0.6%	-0.4%
NC(=O)c1nsc(C(=O)N(Cc2ccco2)C(C(=O)NCC2CCCO2)c2ccc(F)cc2)c1N (configuration not stated)	0.9%	-0.9%	-3.3%	-0.1%	-0.8%	-5.3%	-0.4	40	0.1%	0.0%
CCc1ccc(NC(=O)Cn2ncc3c4ccccc4n(C)c3c2=O)cc1	2.8%	0.0%	4.4%	0.2%	-6.1%	2.6%	2.3	53	1.8%	0.9%[50 µM]
CCCOc1cccc(C2/C(=C(/O)c3ccccc3)C(=O)C(=O)N2CCN(C)C)c1 (configuration not stated)	-6.4%	1.2%	3.6%	0.0%	-4.8%	16.5%	-3.3	13	7.6%	3.2%
CN1CCN(Cc2nc(N)nc(Nc3ccc4c(c3)OCCO4)n2)CC1	3.1%	3.8%	-1.4%	-0.2%	-12.9%	-1.0%	-1.0	86	-5.9%	-0.5%
Cc1onc(-c2ccccc2)c1C(=O)N=C(N)c1ccc(Cl)cc1	18.6%	-1.0%	5.9%	-0.2%	-2.3%	4.6%	-0.1	31	2.1%	i
CC(Cc1cccs1)NC(=O)CCCn1nnnc1CN1CCOCC1 (configuration not stated)	0.2%	0.0%	0.1%	0.0%	-0.7%	6.1%	-0.4	66	4.1%	0.1%[50 µM]
O=C1C2C3CC(C(Br)C3Br)C2C(=O)N1CC1CCCO1 (configuration not stated)	3.9%	0.1%	5.7%	0.3%	0.8%	3.9%	-0.1	41	10.9%	0.7%
O=C(O)c1cccc(-n2nc(-c3ccc(Cl)c([N+](=O)[O-])c3)c3ccccc3c2=O)c1	7.0%	7.1%	1.6%	-0.4%	8.1%	0.3%	1.2	45	-7.5%	-1.5%
COc1ccc(NC(=O)CN(C)C(=O)c2ccc(C)s2)cc1	5.7%	-0.8%	-1.5%	0.2%	-6.2%	3.0%	0.9	56	-2.0%	5.8%
C=C(C)Cn1c(=O)c(NC(=O)c2ccccc2)c2n(c1=S)CCC2	-6.1%	1.1%	0.4%	0.3%	0.8%	-10.1%	-1.2	47	-21.0%	2.3%
CC(C)N(CCNC(=O)c1ccc(OCC2CCCO2)cc1)C(C)C (configuration not stated)	-4.1%	0.8%	-2.1%	-0.3%	0.0%	3.1%	0.2	44	4.7%	0.0%
CC(NC(=O)c1ccco1)c1nc(-c2ccccc2Cl)no1 (configuration not stated)	8.3%	-1.9%	-2.7%	-0.2%	0.0%	26.2%	-3.3	37	12.4%	0.8%
CC[C@H](C)[C@@H](C(=O)N1CCNCC1)n1cc([C@@H](N)CO)nn1	5.4%	0.7%	3.3%	0.1%	3.9%	15.7%	-0.7	99	5.3%	0.3%
O=C(NNC(=O)c1nn(-c2ccc(F)cc2)ccc1=O)c1ccc(Cl)cc1	-1.7%	-3.0%	-2.3%	0.2%	/	6.2%	1.7	52	-11.5%	/
CC1Cc2ccccc2N1C(=O)Cn1nnc(-c2ccccc2NC(=O)C2CCC2)n1 (configuration not stated)	17.4%	1.3%	7.2%	-0.2%	-3.4%	-7.3%	0.1	41	17.9%	4.2%
CCOC(=O)Cn1c(-c2ccccc2)nc2ccccc2c1=O	2.7%	-2.4%	2.6%	0.2%	-4.0%	14.9%	3.1	69	17.3%	-0.6%
COc1ccc(-c2cc(C(F)(F)F)n3nc(N)nc3n2)cc1	35.8%	-1.6%	-2.7%	-0.1%	-4.8%	-8.9%	-0.3	79	5.6%	-0.1%
O=C(Nc1ccccc1-c1nc2ccccc2s1)C1=COCCO1	40.5%	-1.3%	0.0%	0.6%	-1.5%	-6.0%	4.3	51	0.9%	4.4%
C[n+]1ccccc1/C=C1\Sc2ccccc2N1CCO	7.0%	-0.8%	0.8%	0.4%	-5.0%	5.3%	-0.3	60	7.5%	-0.7%
CN=c1sc2ccccc2n1CC(O)COc1ccccc1 (configuration not stated)	-3.8%	0.1%	-1.5%	-0.3%	0.7%	-2.3%	0.9	65	6.4%	0.4%
COc1ccc(NC(=O)c2sc(N3CCOCC3)nc2-c2ccccc2)c(OC)c1	0.4%	-1.4%	-12.7%	0.2%	-2.9%	-2.7%	10.4	38	4.4%	3.0%
CCc1ccccc1NC(=S)N(CCN1CCCCC1)Cc1ccco1	-13.6%	1.8%	-4.2%	0.1%	-4.4%	-8.3%	-0.4	73	10.4%	-0.1%
O=C(C1=C[C@H](c2ccccc2)C[C@H](OCc2ccc(CO)cc2)O1)N1CCOCC1	3.0%	-0.1%	-2.0%	0.2%	-2.8%	-2.8%	-0.7	68	0.8%	2.3%
COc1cc(C)ccc1OCc1cc(C(=O)N(Cc2nccn2C)C(C)C)no1	5.9%	-1.2%	-2.6%	-0.4%	-4.1%	16.0%	0.6	51	-15.7%	0.3%
Cc1cc(OCC(=O)Nc2ccncc2)ccc1Cl	10.5%	1.2%	3.1%	0.6%	1.9%	-9.0%	0.2	65	-9.9%	0.7%
CC1CCCC(C)N1/N=C/c1ccc(C#N)cc1 (configuration not stated)	0.7%	-1.6%	3.7%	-0.6%	-14.6%	13.0%	-0.6	34	-9.0%	-0.8%
O=C(CSc1nnc(CNC(=O)c2ccccc2F)o1)NC1CCCCC1	31.3%	-0.1%	3.8%	0.0%	4.6%	11.0%	0.0	58	2.6%	0.4%
CCS(=O)(=O)c1nc(S(=O)(=O)c2ccc(Cl)cc2)c(N2CCN(CCO)CC2)s1	-1.0%	-0.2%	2.0%	-0.2%	5.2%	6.8%	-1.1	65	11.9%	0.1%
